FBW7 act: activators of human E3 ligase FBW7. Q969H0. AlphaScreen FBW7–phospho-cyclin E peptide binding, activator screen. normalized activity (activation), % at 26.1 µM. 0.13% of 650,000 active. AID 1259310; in the data active = normalized activity above about 1.9%;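 also: purified mutant Fbw7 with reduced substrate affinity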
Target sequence (Q969H0 whole entry, looked up): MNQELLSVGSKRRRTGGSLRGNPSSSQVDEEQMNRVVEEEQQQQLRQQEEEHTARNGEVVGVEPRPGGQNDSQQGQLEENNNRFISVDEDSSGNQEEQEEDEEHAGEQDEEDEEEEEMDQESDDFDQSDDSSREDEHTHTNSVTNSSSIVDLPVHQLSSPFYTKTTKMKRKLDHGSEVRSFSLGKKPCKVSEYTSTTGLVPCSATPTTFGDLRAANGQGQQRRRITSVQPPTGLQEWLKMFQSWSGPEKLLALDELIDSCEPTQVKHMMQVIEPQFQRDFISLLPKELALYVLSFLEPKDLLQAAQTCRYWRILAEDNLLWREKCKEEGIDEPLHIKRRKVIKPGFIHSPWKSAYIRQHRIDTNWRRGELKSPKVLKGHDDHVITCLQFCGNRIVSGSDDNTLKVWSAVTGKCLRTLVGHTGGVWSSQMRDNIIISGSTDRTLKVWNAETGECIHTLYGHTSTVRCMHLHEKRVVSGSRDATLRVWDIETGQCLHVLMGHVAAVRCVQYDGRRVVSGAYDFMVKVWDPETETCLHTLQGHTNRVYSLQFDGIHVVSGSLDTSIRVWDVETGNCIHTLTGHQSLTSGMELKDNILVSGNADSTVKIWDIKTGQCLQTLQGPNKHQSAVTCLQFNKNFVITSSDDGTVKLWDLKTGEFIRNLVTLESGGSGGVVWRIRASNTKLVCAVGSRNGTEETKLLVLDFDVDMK
TEAD-YAP inh: TEAD-YAP interaction inhibition | AID 1259422 | inhibition, % at 9.12 µM | HEK-TIYL cells, TEAD-Gal4/YAP UAS-luciferase luminescence | 1.4% of 640,000 active; in the data active = inhibition above about 32%;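 also: 0% = median of test compound wells and 100% = reference inhibitor wells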
GPR151 activ: activates the human receptor GPR151 | PathHunter beta-arrestin GPR151 cells, luminescence | activation, % at 11.2 µM | 1% of 650,000 active; in the data active = activation above about 4.9%;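 also: 0% = median of compound wells and 100% = cells with positive control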
MITF primary: human MITF inhibition, primary screen | O75030 | AlphaScreen MITF homodimerization, bead proximity signal | inhibition, % at 2.6 µM | 0.91% of 650,000 active; in the data active = inhibition above about 50%;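 also: 0% = vehicle wells with protein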
* marks the source's active call; other numbers are inactive results; / = no result given.

compound,FBW7 act,TEAD-YAP inh,GPR151 activ,MITF primary
COc1cccc(CNn2c(-c3ccncc3)nc3ccccc3c2=O)c1O,-0.3,-3.0,0.1,1.6
C=C(/C=C(\NC(=O)c1ccccc1)C(=O)N1CCC(N2CCCCC2)CC1)O/C=C\C,0.3,-16.7,0.6,1.4
CCSc1nnc2c(n1)OC(c1cc(O)ccc1Br)Nc1ccccc1-2 (stereo not given),0.0,-5.4,1.1,-4.6
O=C(NC1CCCC1)c1cccc(NC2=NC3CS(=O)(=O)CC3S2)c1 (stereo not given),0.0,-6.3,-0.3,5.3
CCCOc1ccc(/C(O)=C2/C(=O)C(=O)N(CCN(C)C)C2c2cccc(Oc3ccccc3)c2)c(C)c1 (stereo not given),-0.6,-0.6,0.8,-4.5
COc1cccc(NC(=O)CSc2nnc(-c3ccccc3Cl)n2N)c1,0.8,12.1,-1.1,5.9
COc1cc(NC(=O)c2cccnc2)c2ncccc2c1,-0.1,78.8*,0.2,0.8
O=C(Oc1ccc(Cl)c(OC(=O)c2ccc(Cl)cc2)c1)c1ccc(Cl)cc1,0.0,2.6,0.3,7.6
CCc1ccc2nc(N3CCN(C(=O)C4=COCCO4)CC3)sc2c1,0.0,-15.4,-0.9,4.8
COC(=O)c1cc(OC)c(OC)cc1NC(=O)c1c(C)noc1C,-0.1,1.5,-0.5,12.1
N#CC1=C(NC(=S)NC(=O)c2ccccc2)c2ccccc2CC12CCCC2,0.4,6.2,0.2,7.8
Cc1cnc(CN(C)Cc2ccc(OCC(O)CN(C)Cc3ccccc3)cc2)[nH]1 (stereo not given),-0.2,5.5,0.1,5.8
COc1cc(OC)c(NC(=O)c2cnc(N3CCN(c4ccccc4OC)CC3)c3ccccc23)cc1Cl,0.1,-3.5,1.1,11.2
O=C(c1ccncc1)N1N=C(c2ccc(Br)cc2)CC1(O)C(F)(F)F (stereo not given),-0.1,6.1,0.0,-10.1
COc1ccc(-c2nnc(NCc3nc4ccccc4[nH]3)c3ccccc23)cc1,0.1,-0.3,1.0,5.9
COc1cc(OC)cc(C(=O)NC(=S)Nc2ccc(Cl)cn2)c1,-0.2,-0.8,0.2,-13.1
CCCCNC(=O)NS(=O)(=O)c1ccc(NC(Nc2ccc(S(=O)(=O)NC(=O)NCCCC)cc2)c2ccc(OC)cc2)cc1,-0.1,6.9,-1.3,9.7
CC(C)c1nnc(C2CCN(CC(=O)N3CCc4ccccc43)CC2)o1,0.6,7.7,1.2,7.2
COc1ccccc1NC(=O)CSc1nccn(-c2ccccc2OC)c1=O,0.0,-3.0,-1.4,8.6
Cc1cc(C)c2nc(N3CCC(C(=O)N4CCN(c5ncccn5)CC4)CC3)sc2c1,0.6,1.8,-1.1,16.5
CC(=O)C(C)n1c(=O)c2c(nc3n(Cc4ccccc4)c(C)cn23)n(C)c1=O (stereo not given),0.2,10.1,3.2,14.2
COc1ccc(-c2csc3ncnc(-n4nc(C)cc4N)c23)cc1,0.1,-9.5,0.6,12.7
CCc1ccc(C2=NN(CCC(=O)NC3CC3)C(=O)CC2)cc1,0.1,-6.3,-1.0,5.8
O=c1oc2cc(Oc3ccc(C(F)(F)F)cc3[N+](=O)[O-])ccc2c2c1CCC2,-0.1,-1.0,-0.7,-1.5
Cc1ccc(C)c(NC(=O)CCC(=O)OCC(=O)c2ccc(Br)cc2)c1,-0.1,-3.1,3.0,-7.8
O=C(O/C(=C/c1nc2ccccc2n1CCOc1ccccc1Cl)c1ccc(Cl)cc1)c1ccc(Cl)cc1,-0.1,-24.3,4.0,3.7
Cc1c(C(=O)Nc2ccc(F)cc2)sc2ncn(CC(=O)N3CCCC(C)C3)c(=O)c12 (stereo not given),0.1,-3.3,-0.6,3.9
CCOC(=O)CC(NS(=O)(=O)c1cccc2nsnc12)c1cccc([N+](=O)[O-])c1 (stereo not given),-0.2,-4.0,-0.3,-1.5
COc1ccc(CNCCC2CCC(=O)N2CCc2nc3ccccc3n2C)cc1 (stereo not given),-0.1,-2.9,0.6,3.0
CCC(C(=O)Nc1ccc(C(C)C)cc1)N1C(=O)C2(OCCCO2)c2ccccc21 (stereo not given),0.0,2.2,-0.1,12.9

Fetched by compound from above (4):
compound,FBW7 act,TEAD-YAP inh,GPR151 activ,MITF primary
COc1cccc(NC(=O)CSc2nnc(-c3ccccc3Cl)n2N)c1,0.8,12.1,-1.1,5.9
O=C(c1ccncc1)N1N=C(c2ccc(Br)cc2)CC1(O)C(F)(F)F (stereo not given),-0.1,6.1,0.0,-10.1
COc1cc(NC(=O)c2cccnc2)c2ncccc2c1,-0.1,78.8*,0.2,0.8
O=C(O/C(=C/c1nc2ccccc2n1CCOc1ccccc1Cl)c1ccc(Cl)cc1)c1ccc(Cl)cc1,-0.1,-24.3,4.0,3.7

Continued:
compound,FBW7 act,TEAD-YAP inh,GPR151 activ,MITF primary
CC(=O)c1ccc(N(C(=O)c2csnn2)C(C(=O)NC(C)(C)C)c2cccs2)cc1 (stereo not given),0.0,2.0,-0.2,14.9
COc1cc(C(=O)NCc2ccccn2)cc(OC)c1OC,-0.1,-1.0,-1.0,-11.3
O=C(O)c1cc(N2CCOCC2)nc2ccccc12,0.0,-14.1,-0.2,-7.1
C(=N\Nc1nn2cnnc2c2ccccc12)/c1cccs1,0.2,7.4,0.9,11.3
CCN(CC)C(=O)CN(c1ccc(Cl)cc1)S(=O)(=O)c1ccccc1,-0.4,-11.1,0.1,-2.4
O=C(CN1CCCC1)OCCCc1ccccc1,0.0,8.1,-1.5,5.2
O=[N+]([O-])c1ccc(/C=N\Nc2ccccc2[N+](=O)[O-])o1,-0.1,-15.1,-0.6,5.3
Cc1cc(C(C)(C)C)ccc1OCC(N)=O,-0.1,-2.4,1.5,-1.2
CCCCC(=O)NCCNc1nc2c(c(=O)n(C)c(=O)n2C)n1Cc1ccc(Cl)cc1,0.0,8.3,-0.3,6.2
COc1ccc(Cl)cc1-n1c(=S)sc2c(=O)[nH]c(SCc3ccccc3C)nc21,0.0,-6.5,-0.2,-4.8
O=C(O)c1ccc(-c2c(Cl)cc([N+](=O)[O-])cc2Cl)o1,0.2,5.9,0.4,1.2
COc1ccc2oc(-c3ccc(Cl)cc3)cc(=O)c2c1,-0.1,-29.1,0.4,4.9
COc1nn(C)cc1C(=O)NCCC1CCCCN1S(=O)(=O)c1ccc(C)cc1 (stereo not given),-0.3,9.3,-0.5,0.2
COc1ccc(-n2c(C)c([N+](=O)[O-])c3ccc(O)c(CN4CCCCC4)c32)cc1,-0.1,1.2,-0.2,1.2
Cn1c2ccccc2n2c(=O)n(Cc3cscn3)nc12,0.1,3.1,0.9,-1.0
Cc1cc(C)c2nc(C(F)(F)F)nc(NCCCN3CCOCC3)c2c1,0.1,-7.9,-0.7,30.7
Cc1ccc(NC(=O)c2ccco2)c(NC(=O)CSc2ccccc2)c1,-0.1,0.1,-0.9,15.5
COc1cc(C(=O)OCC2CC(c3ccccc3)=NO2)cc(OC)c1OC (stereo not given),-0.5,3.0,5.4*,3.3
COc1ccccc1CNC(=O)c1cccnc1Cl,0.3,-3.4,0.4,7.5
COC1OC(=O)C(Cl)=C1Nc1ccccc1 (stereo not given),-0.1,9.6,1.0,8.1
O=C(NCc1nc2ccccc2[nH]1)c1cnc(N2CCC(N3CCOCC3)CC2)s1,0.0,0.7,-0.3,-2.6
COc1ccc(/C=C(\C#N)c2ccc(OC)c(OC)c2)cc1OC,-0.1,31.2,-0.2,-16.7
Cc1cc(NC(=O)c2cc(Cl)ccc2Cl)n(-c2nc3c(cnn3-c3ccc(F)cc3)c(=O)[nH]2)n1,-0.2,-3.5,-0.9,-14.0
O=C(Nc1nnc(C(F)(F)F)s1)C1COc2ccccc2O1 (stereo not given),0.0,-22.5,-7.4,3.9
O=C(O)c1cc(S(=O)(=O)NCc2ccco2)ccc1Br,-0.3,-1.8,4.5,-7.5
O=C(COc1ccc([N+](=O)[O-])cc1)Nc1ccccn1,-0.2,-42.2,-1.4,4.0
Cn1c(CCCC(=O)O)nc2cc([N+](=O)[O-])ccc21,0.0,1.3,0.1,-6.7
O=C(/C=C/c1ccco1)Oc1ccc(C(=S)N2CCOCC2)cc1,-0.7,-9.2,0.3,-2.2
CC1CCCN(CCCNS(=O)(=O)c2ccc3c(c2)oc(=O)n3C)C1 (stereo not given),0.0,-2.6,1.4,15.9
CCOc1ccc(S(=O)(=O)Nc2ccc(O)c(Sc3nc4ccccc4s3)c2)cc1,0.6,-10.7,-1.0,19.9
Cc1ccc(OCC(=O)Nc2cccnc2)cc1C,0.0,-19.8,-1.1,-2.5
COCc1cc(C)nc2sc(C(=O)NCc3ccccc3)c(-n3cccc3)c12,-0.1,10.4,0.0,2.9
CCOC(=O)CNS(=O)(=O)c1cc(-c2nnc(Nc3ccc(Cl)cc3)c3ccccc23)ccc1C,0.0,-6.0,-0.3,6.9
CCc1cc2c(-c3ccccc3)cc(=O)oc2cc1O,-0.1,8.5,-0.8,5.2
CC(Sc1nnnn1-c1ccccc1)C(=O)Nc1nccs1 (stereo not given),-0.1,-8.8,0.2,-4.3
O=C(NCc1nc(-c2ccncc2)n[nH]1)c1cccc(Oc2ccccc2)c1,0.0,-2.8,1.1,0.3
Cc1ccc(NC(=O)N2CCC(n3c(=O)[nH]c4ccccc43)CC2)cc1,0.0,-9.2,4.0,-306.9
CCSc1nc2c(c(=O)n(C)c(=O)n2C)n1Cc1ccccc1Cl,-0.1,-7.5,1.2,2.3
O=C(Nc1nc2c(s1)CCCC2C(=O)N1CCc2ccccc21)c1ccccc1 (stereo not given),0.0,-37.3,-1.6,-5.2
CC1(C)C=C(C(N)=O)C(C)(C)N1OC(=O)c1ccncc1,-0.1,1.8,-1.4,-4.0
c1ccc(Cn2nnnc2C(c2cccnc2)N2CCN(c3ccccc3)CC2)cc1 (stereo not given),0.1,12.7,1.2,1.8
Cc1cccc(-c2nc(NCCC3=CCCCC3)c3ccccc3n2)c1,0.1,-14.2,-0.4,2.5
COc1ccccc1C1CC(c2c(-c3ccccc3)c3cc(Cl)ccc3[nH]c2=O)=NN1C(=O)C(OC)c1ccccc1 (stereo not given),0.1,1.3,-0.1,1.5
Cc1cc(NC(=O)C(C)N(c2ccccc2)S(C)(=O)=O)ccc1Br (stereo not given),-0.1,-17.1,-0.1,3.2
O=C1CCCc2nn(-c3ccccc3)c(-c3ccccc3O)c21,-0.1,0.9,0.2,-4.2
Cc1ccc2c(C)c(C(=O)Nc3ccc(S(=O)(=O)Nc4ncccn4)cc3)oc2c1,0.0,-4.9,1.1,-10.8
O=c1cc(CN2CCN(c3ccccc3F)CC2)occ1OCc1cccc([N+](=O)[O-])c1,-0.1,-2.2,0.3,0.4
O=C(O)CC/C=C\CC[C@@H]1[C@@H](N2CCCCC2)[C@@H](O)C[C@@H]1OCc1ccc(-c2ccccc2)cc1,0.3,/,0.0,-5.2
COc1ccc(-c2csc(NC(=O)Cc3ccc(F)cc3)n2)cc1C,0.1,1.2,1.0,0.4
COCCCNC(=O)NC1(C(F)(F)F)Oc2ccc(Cl)cc2O1 (stereo not given),0.0,-26.7,-1.3,13.5
NS(=O)(=O)c1ccc(NC(=O)c2ccccc2)cc1,0.0,-14.8,1.0,16.9
O=Cc1ccc(Oc2ccc([N+](=O)[O-])cc2C(F)(F)F)cc1,-0.1,26.9,0.6,7.2
CCCC(=O)c1c(NC)cc(C)oc1=O,0.1,-5.8,3.2,17.7
OCCNCCCCCOc1ccc(F)cc1,0.9,1.8,1.4,3.9
Clc1ccc(-c2nnc(NCCN3CCCC3)c3ccccc23)cc1,0.0,-2.0,1.0,-0.9
Cc1ccc(F)c(NC(=O)C(C)Oc2ccccc2)c1 (stereo not given),0.0,-20.9,-0.8,-3.6
O=c1c2sc(=S)n(Cc3ccco3)c2nc(SCc2ccc([N+](=O)[O-])cc2)n1-c1ccccc1,-0.2,1.8,-1.0,-9.1
COc1ccccc1NC(=O)c1sc2ncn(CC(=O)N3CCCC(C)C3)c(=O)c2c1C (stereo not given),-0.2,-0.3,-0.3,4.0
CCOC(=O)C1=C(O)C(=O)N(Cc2ccc(C(C)(C)C)cc2)CC1,-0.2,3.8,0.0,5.5
N#COc1ccc(Nc2ccc(OC#N)cc2)cc1,-0.1,-16.4,-0.2,5.7
